HCV core dimer: blocks dimerization of HCV core protein. AID 1899. 300,000 tested, 0.33% active. TR-FRET GST/Flag-core106 dimerization, 1536-well. inhibition, % at 5 µM;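 active = inhibition above the mean of all tested compounds plus 3 SD, set per screening campaign, cut at about 45% in these data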
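Material: GST/Flag-tagged HCV core106 proteins. Incubation: 4 h, 22.5 °C incubation. Read-out basis: inhibition (%) from 671 over 617 nm ratio. Measured by: TR-FRET, excitation 340 nm, emission 617 and 671 nm.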
PP1 inh: blocks human PP1-alpha phosphatase, a PP5 counter-screen | purified PP1alpha, OMFP fluorescence | inhibition, % at 6.7 µM | 320,000 tested, 0.9% active | AID 2235;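 active = inhibition above the mean inhibition of all tested compounds plus 3 SD, computed separately for each screening campaign, cut at about 15% in these data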
Fh CTSL1 inh: cathepsin L1 inhibition, PFM18AAP counter-screen; recombinant F. hepatica cathepsin L1, Z-Leu-Arg-MCA fluorescence; inhibition, % at 5.96 µM; 300,000 tested, 0.49% active; AID 1906;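 active = inhibition above the mean of all tested compounds plus 3 SD, set per screening campaign, cut at about 17% in these data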;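 also: 0% = plate median of test compound wells and 100% = 1 µM Z-Phe-Ala-diazomethylketone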
GASC-1 inh: human JMJD2C demethylase inhibition | Q9H3R0 | GST-JMJD2C(1-420) H3K9me3 demethylation, DELFIA europium | inhibition, % at 2.35 µM | 330,000 tested, 0.069% active;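 active = more than half of a compound's replicate wells show inhibition beyond 50%, single wells judged on their own value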;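 also: signal counts dimethyl H3K9 product captured on neutravidin plate; 0% = median of DMSO wells and 100% = 0.3 times that DMSO median; strong numbers were not always called active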
Target sequence (Q9H3R0 1-420 limits assumed): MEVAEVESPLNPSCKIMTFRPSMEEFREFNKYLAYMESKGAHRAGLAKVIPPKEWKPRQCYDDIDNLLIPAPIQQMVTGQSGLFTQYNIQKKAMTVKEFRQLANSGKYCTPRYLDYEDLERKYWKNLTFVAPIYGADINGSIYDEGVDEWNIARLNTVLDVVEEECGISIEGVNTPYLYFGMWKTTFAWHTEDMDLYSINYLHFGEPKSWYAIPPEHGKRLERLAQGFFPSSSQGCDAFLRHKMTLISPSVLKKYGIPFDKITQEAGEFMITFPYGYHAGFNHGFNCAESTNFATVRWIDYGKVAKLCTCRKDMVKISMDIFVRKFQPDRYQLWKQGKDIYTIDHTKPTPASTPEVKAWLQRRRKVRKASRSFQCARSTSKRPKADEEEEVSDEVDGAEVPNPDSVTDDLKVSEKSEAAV
PP5 primary: PP5 (human) phosphatase inhibition; P53041; purified PP5c, OMFP substrate fluorescence; inhibition, % at 6.7 µM; 320,000 tested, 0.18% active;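 active = inhibition above the campaign's mean inhibition across all tested compounds plus 3 SD, cut at about 9.5% in these data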;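 also: 0% = DMSO only and 100% = 100 µM cantharidin control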
Target sequence (P53041 whole entry, looked up): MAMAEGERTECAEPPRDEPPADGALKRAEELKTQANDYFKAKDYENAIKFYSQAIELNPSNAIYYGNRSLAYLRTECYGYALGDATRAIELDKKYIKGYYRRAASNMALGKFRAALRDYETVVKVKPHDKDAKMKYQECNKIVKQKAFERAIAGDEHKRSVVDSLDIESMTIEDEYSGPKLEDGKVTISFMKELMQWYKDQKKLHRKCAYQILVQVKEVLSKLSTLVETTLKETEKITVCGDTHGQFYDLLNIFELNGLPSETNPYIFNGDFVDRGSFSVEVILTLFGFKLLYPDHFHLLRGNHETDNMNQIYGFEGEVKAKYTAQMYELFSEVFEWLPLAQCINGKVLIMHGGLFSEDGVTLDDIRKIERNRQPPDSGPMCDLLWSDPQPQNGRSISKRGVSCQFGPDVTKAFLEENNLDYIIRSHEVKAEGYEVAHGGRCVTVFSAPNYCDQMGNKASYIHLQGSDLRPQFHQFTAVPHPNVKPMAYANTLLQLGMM
Yeast superoxide: yeast age-related superoxide inhibition as caloric restriction mimetic; superoxide response (% of plate mean), % at 10 µM; 330,000 tested, 0.18% active; S. cerevisiae aged cells, superoxide DHE fluorescence; hits give low values; AID 2690;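 active = superoxide response under a set limit, about three screen SD below normal, cut at about 65% in these data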;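 also: yeast aged for seven days with compound at 30 °C before DHE staining; 100% = average MFI of all compound-treated wells on the plate with controls excluded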
TPT1 inh: C. albicans TPT1 enzyme inhibition; AID 1962; inhibition, % at 5 µM; recombinant caTPT1, FP RNA substrate dephosphorylation; 300,000 tested, 0.81% active;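 active = inhibition above the mean of all tested compounds plus 3 SD, set per screening campaign, cut at about 24% in these data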;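 also: plate controls were DMSO alone for no effect and ferristatin control at 100 nM for full effect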
ZTA DNA inh: ZTA (EBV) inhibition in EBNA-1 counter-screen; ZTA-DNA binding, fluorescence polarization; inhibition, % at 11 µM; 320,000 tested, 0.15% active; AID 2234; in the data active = inhibition above about 33%
EBNA-1 inh: blocks EBNA-1 binding to DNA; EBNA-1 DNA binding, fluorescence polarization; inhibition, % at 14.8 µM; 300,000 tested, 0.34% active; in the data active = inhibition above about 28%
* marks the source's active call; other numbers are inactive results; . = not tested or not shown. Rows were taken by chance; 3.1% or so of the library scored in one or more.

SMILES	HCV core dimer	PP1 inh	Fh CTSL1 inh	GASC-1 inh	PP5 primary	Yeast superoxide	TPT1 inh	ZTA DNA inh	EBNA-1 inh
CCN(c1ccccc1)S(=O)(=O)c1ccc(C(=O)Nc2nccs2)cc1	9	1	-13	-4	1.3	89	-6	7	15
CCOc1cc(C(=O)OCC(=O)N(C)c2ccccc2)cc(OCC)c1OCC	2	5	2	27	2.0	91	-5	-12	5
CCOC(=O)c1c(N)sc(C(=O)N2CCCCC2)c1C	-3	4	-2	2	-0.8	94	-3	-6	-1
CCC(C)NC(=O)c1ccc(-n2c(=S)[nH]c3ccccc3c2=O)cc1 (configuration not stated)	-4	1	-3	-1	1.9	93	1	-13	4
COc1ccc(C(=O)NC2CC2)cc1OC1CCN(C/C=C/c2ccccc2)CC1	-12	2	-3	7	0.8	101	0	-17	-1
COc1ccc(-c2cc(-c3ccccc3)nc(Cl)n2)cc1OC	-9	0	-2	6	6.1	99	2	2	-10
C=CCNC(=O)NS(=O)(=O)c1ccc(C)cc1	-2	-7	0	3	-0.3	97	0	-2	-5
COc1ccc2c(c1OC)C(=O)N1C2SC[C@H]1C(=O)NC1CCCC1 (some centres not stated)	5	-1	-1	-2	0.6	88	-2	-5	9
COC(=O)C1=C(C)NC(C)=C(C(=O)OC)C1C(=O)OCC(=O)c1ccc(Br)cc1	.	0	.	0	0.6	80	.	-2	.
O=C(COc1ccccc1)Nc1c2c(nn1-c1ccccc1)CS(=O)C2 (configuration not stated)	-18	-13	0	-1	-4.4	93	-4	-10	0
OCCNCC12CC3CC(CC(C3)C1)C2	3	-6	-1	23	-1.7	78	0	1	4
Cc1cc(-c2cc(C(=O)NCc3ccccc3)on2)nc(NCC2CC2)n1	10	6	2	7	2.8	97	1	-1	9
COc1ccc(Cl)cc1-c1nc(SCC(=O)NC(C)(C)C)n[nH]1	3	-1	9	1	-3.4	91	1	13	-1
O=C(Cc1ccc2c(c1)OCCO2)N1CCN(S(=O)(=O)c2cccc(Cl)c2Cl)CC1	1	-1	-1	-5	1.4	101	-1	14	5
COc1ccccc1N1CCN(C2CCCN(C(=O)C3=NN(C)C(=O)CC3)C2)CC1 (configuration not stated)	-7	3	0	1	0.6	103	-3	-11	-6
COc1ccc2[nH]cc(S(=O)(=O)c3ccc(C)cc3)c2c1	-5	-3	1	3	-1.9	101	1	18	11
CC(=O)OC1=C(C#N)Cn2ccc3cccc1c32	-1	-4	1	3	4.7	101	-4	1	-10
CC(CN1CCCCC1)NC(=O)c1cc(-c2ccccn2)nc2ccc(Cl)cc12 (configuration not stated)	0	-3	1	3	2.7	110	-4	-2	2
COc1ccc(/C=N/c2c(-c3ccc(OC)cc3)nc3n2CCS3)cc1	-16	2	5	-18	-0.6	91	1	15	4
Cc1ccccc1-c1nsc(SCC(=O)Nc2ccc3c(c2)OCO3)n1	0	2	3	-2	2.0	94	-2	10	31*
CCc1cc(=O)oc2c(C)c(OCC(=O)N3CC[C@@]4(O)CCCC[C@H]4C3)ccc12	2	-2	3	-25	3.9	101	-1	-6	-13
O=[N+]([O-])c1ccc(N2CCN(c3ccc([N+](=O)[O-])cc3CO)CC2)c(CO)c1	11	0	3	4	2.2	97	2	-3	7
COc1ccc(Cl)cc1NC(=O)CN(C)C(=O)c1cc2ccccc2cc1OC	1	-4	2	2	1.9	100	2	-1	-7
Nc1nnc(-c2ccc(Cl)c(Cl)c2)s1	-1	-7	-1	-5	-1.6	106	1	-9	-5
S=C(c1ccc(N2CCCC2)c(Br)c1)N1CCCCC1	0	1	7	-2	-1.3	100	-1	-26	4

Profiles as entered above. Values in the order: HCV core dimer	PP1 inh	Fh CTSL1 inh	GASC-1 inh	PP5 primary	Yeast superoxide	TPT1 inh	ZTA DNA inh	EBNA-1 inh
CC(=O)OC1=C(C#N)Cn2ccc3cccc1c32 reads -1	-4	1	3	4.7	101	-4	1	-10
COC(=O)C1=C(C)NC(C)=C(C(=O)OC)C1C(=O)OCC(=O)c1ccc(Br)cc1 reads .	0	.	0	0.6	80	.	-2	.

The list continues.
SMILES	HCV core dimer	PP1 inh	Fh CTSL1 inh	GASC-1 inh	PP5 primary	Yeast superoxide	TPT1 inh	ZTA DNA inh	EBNA-1 inh
O=C(CNc1cccc(S(=O)(=O)N2CCCC2)c1)Nc1cccc(Br)c1	2	-4	2	4	0.9	100	-3	14	6
COc1cc(C(=O)Nc2nccs2)c(Br)c(OC)c1OC	15	5	-3	.	2.1	136	4	6	-23
Cc1oc(-c2ccccc2)cc1C(=O)Nc1ccccc1	5	-4	2	-5	2.8	93	-5	-2	-3
CC[N+]1(CC)CC2CCC(C)(C1)C2(C)C (configuration not stated)	1	-1	-1	-13	1.0	109	-3	19	1
CCOc1ccc(N2C(=O)CC(S/C(N)=N/N=C/c3cccs3)C2=O)cc1 (configuration not stated)	6	5	8	-3	-1.0	98	3	11	2
O=C(/C=C/c1ccco1)NC1CCCC1	6	-4	59*	1	-2.2	110	4	1	4
CC(=O)NC(CCCN1C(=O)c2ccccc2C1=O)c1nnn(C)n1 (configuration not stated)	0	3	-2	-1	-3.4	90	-3	4	4
CCOC(=O)C1C(=O)OC2(CCCCC2)C1C(=O)OCC (configuration not stated)	-3	0	-18	-1	1.8	105	1	6	1
Cc1cccc(NCCC#N)c1	-6	-4	0	-3	2.5	102	-4	5	-4
CCCCn1c(=O)[nH]c(=O)c2c(C(=O)OCC)cc(-c3ccc(OC(F)F)cc3)nc21	16	3	3	0	0.6	118	2	11	5
NC(=S)N/N=C/c1cc([N+](=O)[O-])ccc1Cl	-2	-3	13	-17	-0.2	101	2	2	-16
Cc1ccn2c(=O)c(NC(=O)COc3ccccc3)c(C)nc2c1	2	-3	0	-16	0.9	99	1	2	-3
O=C(CSc1nnc(-c2cccc(F)c2)o1)N1CCOCC1	10	-2	-2	13	0.8	94	0	0	6
COc1ccccc1NC(=O)CSCc1cc(=O)n2c(C)csc2n1	-8	-1	0	-8	1.5	112	-4	-12	1
Cc1ccc(NS(=O)(=O)c2cccc(C(=O)O)c2)c(C)c1	-6	6	-4	2	0.5	114	-4	13	9
Cc1ccc(CNc2nc(Cl)c(C#N)s2)cc1	-1	0	0	-1	1.4	101	-1	-7	-2
CN(C)/C=N/c1cc(=O)n(C)c(=O)n1Cc1ccccc1	-8	-3	3	3	-0.7	.	-3	-4	2
C=CCNC(=O)CN1CCC(n2c(C)nc3cc(C(F)(F)F)ccc32)CC1	-5	-5	-1	9	-2.7	92	-2	-13	-2
COc1ccc(NS(=O)(=O)c2ccc3c(c2)NC(=O)CCS3)cc1Cl	-1	-1	-3	-12	0.8	96	-3	-4	7
Cc1cccc2cc(CN(CCN(C)C)C(=S)NCc3ccco3)c(=O)[nH]c12	5	0	1	7	-1.3	92	0	4	0
CS(=O)(=O)N(CC(=O)N1CCN(Cc2ccccc2)CC1)c1ccccc1F	-7	-1	2	5	1.8	88	-3	-1	-1
Cc1cccc(N(CC(=O)N2CCCC2)S(=O)(=O)c2ccccc2)c1C	1	0	-3	-13	0.7	98	3	-1	2
CCOC(=O)c1ccc(NC(=O)COc2cc3oc(=O)c(CC(C)O)c(C)c3cc2Cl)cc1 (configuration not stated)	-1	5	-3	-1	0.5	89	1	7	-2
CCCc1ccc(C(=O)NC(=O)c2ccccc2O)cc1	1	-2	1	-2	-0.7	96	-6	3	0
CCOC(=O)C(C)On1c(-c2ccccc2)nc2ccc([N+](=O)[O-])cc21 (configuration not stated)	4	-1	-1	7	3.4	101	1	-13	-1

(further entries)
SMILES	HCV core dimer	PP1 inh	Fh CTSL1 inh	GASC-1 inh	PP5 primary	Yeast superoxide	TPT1 inh	ZTA DNA inh	EBNA-1 inh
COc1ccc2oc(CS(=O)c3ccccc3)c(C(=O)O)c2c1 (configuration not stated)	-4	2	-1	-5	3.2	104	4	-19	-3
CC(=O)NNC(=O)CC(=O)Nc1nc(C23CC4CC(CC(C4)C2)C3)cs1	-2	4	-1	-8	0.8	103	2	6	-2
CCC(=O)Nc1ccc(C(=O)CSc2nc3ccc(C)cc3[nH]2)cc1	16	4	-3	-2	-0.3	109	7	3	5
CCOC(=O)Nc1ccc2c(c1)N(C(=O)N1CCN(C)CC1)c1ccccc1CC2	1	-7	3	-16	1.8	98	-2	-18	-1
Cc1ccc(C)c(NC(=S)N2CCC(c3nc4ccccc4s3)CC2)c1	-5	1	7	1	3.2	97	-4	-7	-8
CCOc1ccc(/C=N/NC(=O)c2cc(-c3cccn3C)n[nH]2)cc1	4	-4	4	3	0.2	93	0	12	14
CCCCN(CC)C(=O)c1cccc(Cl)c1	3	-1	1	-7	1.9	102	-2	-7	-12
CC(C)(C)OC(=O)NC(Cc1ccccc1)C(=O)O (configuration not stated)	2	-2	-1	-10	-1.3	100	-3	2	8
Cc1ccc(N(CC(=O)NCc2ccncc2)S(C)(=O)=O)cc1Cl	0	-3	0	-10	-0.1	85	-1	10	2
CCN(c1ccccc1)S(=O)(=O)c1ccc2[nH]cc(C(=O)NCCOC)c(=O)c2c1	7	-1	-11	-2	1.1	89	-1	-1	4
Nc1cc(C(F)(F)F)ccc1Nc1ccccc1	-6	-2	1	1	5.2	94	2	1	-3
O=C(Nc1cccc(-c2nnn(CC(=O)N3CCc4ccccc4C3)n2)c1)C1CCC1	4	10	1	-11	-0.9	116	-1	5	9
c1ccc(CCc2nc(-c3ccc(-n4cccc4)cc3)no2)cc1	-6	1	0	8	0.4	89	-2	0	-7
COc1ccc(-c2nc(N)n(C(=O)c3ccccc3Cl)n2)cc1	3	1	-1	-6	3.2	106	-3	7	2
CCC(C)Sc1nc(C)nc2c1c(=O)n(C)c(=O)n2C (configuration not stated)	-2	8	1	-5	2.2	88	-2	-9	-3
Cc1ccccc1NC(=O)COc1cccc2c1CCNC2=O	1	-6	1	-2	-1.0	107	1	11	4
Cc1ccc(F)c([C@H]2[C@H]3C=CC[C@@H](C)[C@@H]3C(=O)N2Cc2ccccc2)c1	-10	1	0	1	4.2	94	-1	-11	7
CCOC(=O)c1c(CN(CC)CC)n(C)c2cc(Br)c(O)cc12	-7	-2	0	7	0.9	113	2	-7	-4
NC(=O)C1CCN(C(=O)COc2ccc3c4c(c(=O)oc3c2)CCCC4)CC1	2	0	-1	.	1.3	90	-4	-2	-8
O=C1Nc2ccc(F)cc2C12Nc1ccccc1-c1nnc(SCc3ccccc3)nc1O2 (configuration not stated)	2	-1	-2	4	2.9	129	0	-1	6
COc1cc2[nH]c(=S)n(CCCN3CCOCC3)c(=O)c2cc1OC	-1	-2	3	-3	0.7	104	-4	0	12
CN(C(=O)c1ccc(Cl)c(S(=O)(=O)N2CCOCC2)c1)c1ccccc1C(=O)O	-3	-1	-5	-3	0.1	102	-2	-14	3
COCCNC(=O)c1csc2c1CCCC2	-1	-2	-1	2	-2.1	100	-2	14	2

By substructure: the entries above with an aryl thioether with sulfur outside any ring (6)
SMILES	HCV core dimer	PP1 inh	Fh CTSL1 inh	GASC-1 inh	PP5 primary	Yeast superoxide	TPT1 inh	ZTA DNA inh	EBNA-1 inh
COc1ccc(Cl)cc1-c1nc(SCC(=O)NC(C)(C)C)n[nH]1	3	-1	9	1	-3.4	91	1	13	-1
Cc1ccccc1-c1nsc(SCC(=O)Nc2ccc3c(c2)OCO3)n1	0	2	3	-2	2.0	94	-2	10	31*
O=C(CSc1nnc(-c2cccc(F)c2)o1)N1CCOCC1	10	-2	-2	13	0.8	94	0	0	6
CCC(=O)Nc1ccc(C(=O)CSc2nc3ccc(C)cc3[nH]2)cc1	16	4	-3	-2	-0.3	109	7	3	5
CCC(C)Sc1nc(C)nc2c1c(=O)n(C)c(=O)n2C (configuration not stated)	-2	8	1	-5	2.2	88	-2	-9	-3
O=C1Nc2ccc(F)cc2C12Nc1ccccc1-c1nnc(SCc3ccccc3)nc1O2 (configuration not stated)	2	-1	-2	4	2.9	129	0	-1	6
